GFP derepression: derepresses silenced GFP locus in mouse C127i cells; mouse C127i GFP locus derepression, cytometry, 30 h; Potency, µM (top dose mostly 46.1 µM), inactives show at the highest dose GFP derepression (activation); actives 0.09% (n = 68,000); AID 597; also: % of control where 0% means no effect
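Derepression screen: silenced CMV-GFP reporter in murine C127i cells, 30 h compound incubation at 37 C, washed cells imaged by laser-scanning cytometer to enumerate GFP-expressing objects of 20 to 120 um.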
Hsp90 Hop PPI: changes Hsp90-Hop TPR2A binding signal, up or down; Potency, µM (doses to about 57 µM), inactives show at the top dose activity change, negative = inhibition; AlphaScreen TPR2A-His6 binding biotin-Hsp90 C-terminal peptide; actives 0.44% (n = 71,000); active = well fitted curve in either direction with a large enough effect; inconclusive = small, poorly fitted or top-dose-only effect, or another doubt; also: potency is read from the fitted curve at half-maximal effect; % is scaled to controls: 0 for no effect and ±100 for the full control effect; many of its hits are not listed in these tables
CRE Fsk mod: alters forskolin-stimulated CRE reporter signaling in CHO cells. CHO CRE-bla reporter (cAMP response element driving beta-lactamase), forskolin EC10, beta-lactamase ratio. Potency, µM (doses to about 38.2 µM), for inactives: top-dose activity change, negative = inhibition, actives largely listed as activators. actives 2.5% (n = 71,000); active = well fitted activation curve with a large enough effect in the signal ratio, with a control signal flat, not every such curve was filed as active; inconclusive = small, poorly fitted or top-dose-only effect, or effect the other way, or a change in a side signal; the % refers to the signal ratio; also: potency is read from the fitted curve at half-maximal effect; % of control where 0% means no effect
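Forskolin analogue NKH 477 at EC10 stimulated CRE-driven beta-lactamase in CHO cells alongside compound dilution series. Beta-lactamase was measured with CCF4, excitation 405 nm, emission ratio 460/530 nm.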
4-MU autofl: compounds fluorescent in 4-MU spectral region | compound autofluorescence, 340/450 nm, 4-MU equivalents; stronger effect = higher value | actives 11% (n = 59,000) | max dye-equivalent concentration, M | AID 589; in the data active = max dye-equivalent concentration above about 10 nM; inconclusive = mostly about 1.1 nM to 9.6 nM
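Compounds in 100 mM Tris, pH 8.0, sat 15 min at room temperature before fluorescence was read at 340 nm excitation/450 nm emission; a per-plate six-point 4-MU standard curve converted signals to dye-equivalent concentration at each compound concentration.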
Ub-GFP proteasome: ubiquitin-GFP accumulation via proteasome inhibition; Ubiquitin-GFP reporter cells, proteasome inhibition, GFP fluorescence; response scale: untreated = 0%, 10 µM MG-132 = 100%; Potency, µM (titrated, usually from 45.9 µM), without a hit: at the top dose activation (GFP accumulation), usual class: activators; 67,000 tested, under 10 active; AID 526; active = well fitted activation curve with a large enough effect, not every such curve was filed as active; inconclusive = small, poorly fitted or top-dose-only effect, or another doubt; inactive = no such curve, though single readings can be large or run the other way; also: potency is read from the fitted curve at half-maximal effect
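GFP accumulation read-out: laser plate cytometry counting ubiquitin(G76V)-GFP-expressing U2OS cells after 4 hr compound exposure at 37 °C. Titrations spanned 46 uM to 2.9 nM; 0% = basal, 100% = 10 uM MG-132; concentration-response curves fitted.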
Texas Red fluor: compounds fluorescent in Texas Red spectral region; actives 0.06% (n = 59,000); Compound fluorescence, Texas Red channel, 547/618 nm; stronger effect = higher value; max dye-equivalent concentration, M; in the data active = max dye-equivalent concentration above about 10 nM; inconclusive = between about 1.1 nM and that limit
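Spectral interference profiling: each compound concentration's relative fluorescence, read with a 547 nm excitation and 618 nm emission filter pair, was normalized to a per-plate Texas Red standard curve.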
Fluorescein fluor: fluorescein region autofluorescence; Compound autofluorescence, 480/540 nm, fluorescein-equivalent; stronger effect = higher value; max fluorescein-equivalent concentration, M; actives 0.91% (n = 59,000); in the data active = max fluorescein-equivalent concentration above about 10 nM; inconclusive = between about 1.1 nM and that limit
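Autofluorescence profiling; 100 mM Tris, pH 8.0; incubation 15 min at RT; ex/em 480/540 nm; result as fluorescein-equivalent concentration.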
A350 fluor: compound fluoresces in the Alexa 350 spectral region. AID 590. Compound autofluorescence, 340/450 nm, Alexa 350 dye-equivalents; stronger effect = higher value. actives 11% (n = 59,000). max dye-equivalent concentration, M; in the data active = max dye-equivalent concentration above about 10 nM; inconclusive = mostly about 1.1 nM to 9.6 nM
HBB splice mod: modulators of hemoglobin beta chain splicing; HBB splicing reporter cell assay, activation; EGFP reporter with mutant IVS2-654 intron; response scale: normalised to 500 nM splice-correcting PNA; Potency, µM (doses to about 46.1 µM), without a hit: at the top dose activation, usual class: activators; actives 0.06% (n = 65,000); AID 925; also: potency is read from the fitted curve at half-maximal effect; 0% is about no effect
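Compounds were applied for 2 days to HeLa EGFP-654 cells, 500/well in Optimem with 2% FCS. The reporter's EGFP is disrupted by mis-splicing of beta-globin intron IVS2-654. Readout: summed well GFP fluorescence from 488 nm laser scanning; reference was 500 nM antisense […] 654 PNA.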
ERK AVP block: vasopressin-driven ERK pathway inhibition; HEK293-V1b, vasopressin-stimulated pERK AlphaScreen; Potency, µM (titrated, usually from 57.5 µM), for inactives: at the highest dose activity, negative = inhibition, actives largely listed as inhibitors; actives 0.99% (n = 72,000); also: potency is read from the fitted curve at half-maximal effect; % is scaled to controls: 0 for no effect and ±100 for the full control effect; nearly all actives have a fitted effect of over 55% in size
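HEK293 cells stably expressing V1b receptor, seeded overnight in 1% FBS, were treated with compounds for 30 min at 37C, then stimulated 5 min with 25 nM vasopressin; phospho-ERK read by AlphaScreen SureFire after lysis.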
Luciferase inh: firefly luciferase inhibition; P08659; purified firefly luciferase, luminescence, 8 min; Potency, µM (doses to about 57.1 µM), for the others: top-dose activity change, negative = inhibition, actives largely listed as inhibitors; actives 2.2% (n = 72,000); also: potency is read from the fitted curve at half-maximal effect; % is scaled to controls: 0 for no effect and ±100 for the full control effect; nearly all actives have a fitted effect of over 40% in size
Target sequence (P08659 whole entry, looked up): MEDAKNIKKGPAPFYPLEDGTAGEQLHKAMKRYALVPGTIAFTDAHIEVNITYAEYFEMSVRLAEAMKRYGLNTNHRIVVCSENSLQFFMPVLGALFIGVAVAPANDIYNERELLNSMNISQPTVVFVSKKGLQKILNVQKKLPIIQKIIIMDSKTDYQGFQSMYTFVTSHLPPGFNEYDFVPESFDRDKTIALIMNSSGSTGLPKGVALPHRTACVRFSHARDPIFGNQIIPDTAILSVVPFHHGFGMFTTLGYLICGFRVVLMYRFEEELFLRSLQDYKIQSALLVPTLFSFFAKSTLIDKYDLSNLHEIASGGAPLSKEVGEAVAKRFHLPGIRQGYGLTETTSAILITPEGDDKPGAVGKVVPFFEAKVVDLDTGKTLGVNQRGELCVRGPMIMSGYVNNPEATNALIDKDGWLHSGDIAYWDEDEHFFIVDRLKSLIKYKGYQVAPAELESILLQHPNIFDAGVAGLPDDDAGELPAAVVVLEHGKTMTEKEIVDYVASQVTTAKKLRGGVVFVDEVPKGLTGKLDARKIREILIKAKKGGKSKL
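Firefly luciferase (PKLight detection mix) with 10 uM ATP in pH 7.2 imidazole buffer (KCl, MgCl2, Tween 20, BSA). Compounds tested across a concentration series (qHTS). Luminescence read after 8 min at ambient temperature.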
* marks the source's active call; other numbers are inactive results; i = inactive; ? = inconclusive; . = no result given; [ ] = another dose, or the depositor's remark. Unless noted, calls follow the shape of the dose curve; as a rule, active = well fitted curve in the direction sought with a large enough effect; inconclusive = small, poorly fitted or top-dose-only effect, or another doubt; inactive = no such curve, though single readings can be large; an effect the other way counts as inactive or inconclusive. Not all compounds are listed (hit frequency here may not be typical).

SMILES | GFP derepression | Hsp90 Hop PPI | CRE Fsk mod | 4-MU autofl | Ub-GFP proteasome | Texas Red fluor | Fluorescein fluor | A350 fluor | HBB splice mod | ERK AVP block | Luciferase inh
COc1ccc(-n2c(=O)c3c4c(sc3n3cnnc23)CC(C)CC4)cc1 (stereo unspecified) | -2.2% | -2.1% | ? | . | 10.4% | . | . | . | -0.1%[9.22 µM] | -15.2% | 0.7%
Cn1ncc(N=Cc2ccccc2)c1C(N)=O | 4.9%[20.6 µM] | . | . | i | . | i | i | i | . | . | -1.4%[25.5 µM]
Cc1ccc(NC(=O)CS(=O)CC(=O)NCC2CCCO2)cc1 (stereo unspecified) | -2.7% | -4.5% | 1.3% | i | 2.7% | i | i | i | . | -1.6% | 3.8%
O=C(Nc1c(F)cc(F)cc1Br)c1cc(-c2ccco2)on1 | 0.0% | -3.6% | -5.4% | i | -8.9% | i | ? | i | -2.1% | -17.1% | -0.4%
Cc1cccc(OCc2nnc3n2CCCCC3)c1 | -4.1% | -2.9% | -2.2% | i | -0.3% | ? | i | i | 0.7%[57.5 µM] | 14.2% | 0.0%
CC(=O)N1C(=O)N(C(C)=O)C2C1N(C(C)=O)C(=O)N2C(C)=O (stereo unspecified) | 2.2% | 2.9% | 0.1% | i | -0.9% | i | i | i | 1.9%[57.5 µM] | 4.4% | 0.6%
N[C@@H](C(=O)O)[C@H](CC(=O)O)c1ccc(Cl)cc1 | -2.4% | 0.3% | -16.0% | . | -2.5% | . | . | . | . | -1.0% | -2.7%
COc1ccc(S(=O)(=O)N2Cc3ccccc3CC2C(=O)N2CCOCC2)cc1OC (stereo unspecified) | -0.1% | -1.5% | 1.4% | i | -8.0% | i | i | i | -2.4% | 10.0% | 3.1%
C=CCNS(=O)(=O)c1ccc(OCC(=O)OC)cc1 | -0.1% | -3.4% | 1.1% | i | 1.5% | ? | i | i | 2.1% | -13.7% | 2.2%
O=C(c1noc2c1CCc1ccccc1-2)N1CCOCC1 | 0.0% | 0.5% | -6.2% | i | 0.9% | i | i | i | -4.7% | 19.4% | -9.0%

Single records, as listed above.
Results for Cn1ncc(N=Cc2ccccc2)c1C(N)=O : GFP derepression = 4.9%[20.6 µM]; Hsp90 Hop PPI = .; CRE Fsk mod = .; 4-MU autofl = i; Ub-GFP proteasome = .; Texas Red fluor = i; Fluorescein fluor = i; A350 fluor = i; HBB splice mod = .; ERK AVP block = .; Luciferase inh = -1.4%[25.5 µM]
Results for O=C(Nc1c(F)cc(F)cc1Br)c1cc(-c2ccco2)on1 : GFP derepression = 0.0%; Hsp90 Hop PPI = -3.6%; CRE Fsk mod = -5.4%; 4-MU autofl = i; Ub-GFP proteasome = -8.9%; Texas Red fluor = i; Fluorescein fluor = ?; A350 fluor = i; HBB splice mod = -2.1%; ERK AVP block = -17.1%; Luciferase inh = -0.4%

(further entries)
SMILES | GFP derepression | Hsp90 Hop PPI | CRE Fsk mod | 4-MU autofl | Ub-GFP proteasome | Texas Red fluor | Fluorescein fluor | A350 fluor | HBB splice mod | ERK AVP block | Luciferase inh
Nc1nc2c(c(=O)[nH]1)CN(CCCN1CCOCC1)CN2 | 2.3%[9.22 µM] | -5.1%[11 µM] | 4.8%[7.6 µM] | i | 4.0%[9.17 µM] | i | i | i | -0.3%[9.22 µM] | -5.8%[11.5 µM] | 1.8%[11.4 µM]
CC(=O)N(Cc1cccnc1)Cc1cc2ccccc2[nH]c1=O | -2.0% | -2.7% | ? | i | -8.6% | i | i | i | 3.4%[1.84 µM] | 15.6% | 0.5%
O=C(CSc1nnc(-c2ccc(Br)cc2)o1)Nc1cccc2ccccc12 | -0.1% | 0.3% | -4.3% | i | 0.0% | i | i | i | -0.1% | 0.9% | 2.8%
CN1CCN(Cc2nc3c(c(=O)[nH]c(=O)n3C)n2Cc2c(F)cccc2Cl)CC1 | . | -1.4% | 14.1% | . | 0.7% | . | . | . | 0.5% | . | 3.0%
Cc1c(O)ccc(C(=O)CN2C(=O)c3ccccc3C2=O)c1O | 9.7% | -1.1% | -3.5% | i | -2.1% | i | i | i | 1.9% | -27.4% | 4.2%
CCCC(=O)Nc1nc2ccc(S(N)(=O)=O)cc2s1 | . | -4.8% | ? | . | -4.3% | . | . | . | -0.9% | . | -6.0%
COc1ccc(C2C(C(=O)O)CC(=O)N2C2CCCCC2)cc1 (stereo unspecified) | -3.2% | -0.6% | -1.9% | i | -1.2% | i | i | i | -1.2% | -11.1% | -0.6%
CCOC(=O)CC1Sc2ccccc2NC1=O (stereo unspecified) | 1.6% | -2.9% | 0.8% | i | 19.0% | ? | i | i | -2.6% | -21.6% | -12.4%
CCOC(=O)N1CCN(S(=O)(=O)c2ccc(C)c(C)c2)CC1 | 0.0% | -0.1% | -4.4% | i | 3.2% | i | i | i | -0.3% | 7.9% | 3.7%
COCCCn1c(-c2ccco2)nc2ccccc2c1=O | 10.0% | -5.3% | ? | . | -17.4% | . | . | . | -6.5% | -17.3% | -5.3%
COCc1c(C)cc(C)c(/C=N/O)c1C | 1.6% | -1.8% | 3.1% | i | -5.5% | i | i | i | -1.3% | -18.9% | 1.7%
COC(=O)c1ccc(CSc2nnc3c(Cl)cc(Cl)cn23)o1 | 6.3% | -1.0% | -4.3% | i | 2.8% | i | i | i | 0.0%[57.5 µM] | -8.2% | 2.1%
O=C(Nc1ccc(-c2cn3ccccc3n2)cc1)c1cc(Br)ccc1O | 0.0%[9.22 µM] | -0.6%[11 µM] | -2.5%[7.6 µM] | ? | -1.5%[9.17 µM] | i | ? | ? | 1.9%[9.22 µM] | 10.0%[11.5 µM] | -1.6%[11.4 µM]
O=P(O)(O)CP(=O)(O)O | 1.1% | 2.0% | -6.0% | i | 1.7% | ? | ? | i | -1.2% | -6.5% | 2.4%
O=C(CN1CCOCC1)Nc1ccc(OCc2ccccc2)cc1 | 0.0% | -4.3% | 1.6% | i | -5.1% | i | ? | i | -0.1%[57.5 µM] | -2.6% | -0.7%
c1csc(-c2ncc3ccccn23)c1 | 0.0% | -25.0% | -8.4% | 5.18e-08M* | 4.7% | i | ? | 5.53e-08M* | -0.1% | -13.0% | -3.0%
CC(=O)Nc1sc2c(c1C(c1cccs1)N1CCOCC1)CCCC2 (stereo unspecified) | -2.1% | -7.6% | ? | i | -1.2% | i | i | i | 1.2% | -14.6% | -1.8%
O=C(CSCc1nc2ccccc2[nH]1)N1CCN(c2ccc(F)cc2)CC1 | -4.3% | -0.4% | -17.7% | 1.32e-08M* | 0.9% | i | i | 1.38e-08M* | -1.0%[57.5 µM] | -29.9% | -0.9%
COc1ccccc1CN1CCC2(CC1)CCN(C(=O)c1c(C)noc1C)CC2 | -2.3%[9.22 µM] | -1.6% | 0.5% | i | 5.7% | i | i | i | 0.4% | -11.0% | 1.9%[11.4 µM]
CCc1cc2c(c(CC)n1)CCC(=O)N2Cc1ccc(-c2ccccc2-c2nn[nH]n2)cc1 | -1.4% | 2.0% | 12.4% | . | -2.2% | . | . | . | . | ? | 15.8µM*
COCCNC(=O)CN(C(=O)CCC(=O)Nc1nccs1)c1ccccc1OC | -2.8% | -3.5% | -6.6% | ? | -0.4% | ? | i | ? | . | -7.4% | 0.6%
CC(NC(=O)c1cccs1)C(=O)NC1=NCCS1 (stereo unspecified) | -1.6% | 2.2% | -4.5% | i | -4.4% | i | i | i | -0.4% | -19.0% | 1.2%
N[C@H](CCC(=O)NCS(=O)(=O)O)C(=O)O | -1.1% | -6.8% | -2.3% | ? | -6.6% | i | i | ? | 1.4% | 1.6% | 2.2%
Cc1cc(C(=O)CSc2nnc(-c3ccco3)o2)c(C)n1CC1COc2ccccc2O1 (stereo unspecified) | 6.7% | -6.7% | ? | i | -2.1% | ? | i | i | -0.2%[57.5 µM] | 2.3% | -0.2%
COC(=O)c1ccccc1NC(=O)c1cnc2sccn2c1=O | 3.2% | 5.4% | 21.8% | ? | -0.7% | i | i | ? | -1.8% | 6.9% | -0.3%
O=S(=O)(c1ccc2ccccc2c1)N1CCN(S(=O)(=O)N2CCOCC2)CC1 | -2.7% | -7.3% | -10.0% | i | -2.6% | i | i | i | -0.1% | -6.6% | 1.6%
O=C(Nc1ccccc1OC(F)F)c1ccc(Br)o1 | 7.0% | -3.2% | 4.8% | i | -6.0% | i | i | ? | -0.9% | 16.3% | 1.5%
Cc1cc(OCC(=O)Nn2cnnc2)ccc1Br | 5.3%[20.6 µM] | . | . | i | . | i | i | i | . | . | -1.8%[25.5 µM]
N#CC1=C(N)SC(N)=C(C#N)C1c1ccnc2ccccc12 | 2.0% | ? | ? | 3.57e-08M* | 25.7% | i | ? | ? | 4.7%[1.84 µM] | -31.9% | -8.8%
COc1cccc(NC(=O)CCN2CCN(C)CC2)c1 | 1.0% | 0.1% | -6.2% | i | 0.0% | i | i | i | 1.0%[57.5 µM] | -16.9% | 3.2%

Screening data as filed in PubChem BioAssay.
